Assay outcomes (PubChem)
HEK293 NFkB inh = inhibitors of the PMA/ionomycin-induced NF-kB reporter in HEK293 cells. HEK-293 NF-kB luciferase reporter, luminescence. inhibition, % at 3 µM. 62,000 tested, 0.21% active. AID 465;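 active = inhibition above the mean of all tested compounds plus 3 SD, cut at about 40% in these data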;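 also: 0% = stimulated DMSO wells and 100% = 10 µM reference inhibitor 5653914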
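Signal: luciferase luminescence; Material: HEK-293 cells with stable firefly luciferase reporter driven by four HIV NF-kB elements; Probe or stimulus: PMA with ionomycin; Replication: tested once; Times: 1 h compound pretreatment, then 16 h stimulation at 37 °C, 5% CO2; Benchmarks: DMSO and 10 µM reference inhibitor; Evaluation: per-plate % inhibition versus controls.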
S1P3 agonist = activates the human S1P3 receptor. 60,000 tested, 0.1% active. activation, % at 4.5 µM. Q99500. AID 373. S1P3 NFAT-BLA reporter cells, agonism, FRET ratio; relative to 1 µM S1P, basal subtracted;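 active = activation above the screen-wide mean plus 3 SD, cut at about 4.5% in these data, passing the limit was not always enough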; also: some compounds called inactive have numbers as strong as hits
Target sequence (Q99500 whole entry, looked up): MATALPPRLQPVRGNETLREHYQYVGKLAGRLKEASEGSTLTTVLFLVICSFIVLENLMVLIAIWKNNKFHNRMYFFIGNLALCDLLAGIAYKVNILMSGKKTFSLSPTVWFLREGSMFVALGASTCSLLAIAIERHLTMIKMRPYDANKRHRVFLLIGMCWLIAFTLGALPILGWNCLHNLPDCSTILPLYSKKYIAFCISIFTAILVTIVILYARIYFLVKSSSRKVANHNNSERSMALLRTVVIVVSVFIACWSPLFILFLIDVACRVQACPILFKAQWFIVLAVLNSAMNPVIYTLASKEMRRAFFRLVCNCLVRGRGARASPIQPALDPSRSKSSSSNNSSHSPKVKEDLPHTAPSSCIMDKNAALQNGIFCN
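Measure – % activation relative to 1 µM S1P (100%), per plate · System – stable CHO line with human S1P3, Gα16, NFAT-BLA reporter · Timing – cells plated overnight, compound 4 h 37 °C, substrate 2 h RT · Technique – fluorescent BLA substrate, ex 405 nm, em 460/535 nm ratio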
Jurkat tox 60K = cytotoxicity toward Jurkat cells; inhibition, % at 4 µM; Jurkat E6.1 viability, ATP luminescence, 48 h; AID 463; 56,000 tested, 1.2% active;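 active = inhibition above the mean inhibition of all tested compounds plus 3 SD, cut at about 28% in these data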
5-HT1A blocker = antagonists of human 5-HT1a serotonin receptor | P08908 | CHO 5-HT1a Ga15 NFAT-bla reporter, antagonist mode | inhibition, % at 10 µM | 62,000 tested, 0.68% active | AID 612;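 active = inhibition above the mean of all tested compounds plus 3 SD, cut at about 43% in these data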;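 also: receptor stimulated by 5-CT agonist at 100 nM near EC80; beta-lactamase reporter measured by ratiometric fluorescence of a cleavable substrate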
5HT1E antag = antagonists of human 5-HT1E serotonin receptor | P28566 | CHO 5-HT1E Ga15 NFAT-bla reporter, FRET, antagonist | 65,000 tested, 0.99% active | inhibition, % at 6 µM | AID 571;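 active = inhibition above a set limit, the mean inhibition across every tested compound plus 3 SD, cut at about 29% in these data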;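 also: signal is the 460 over 535 nm emission ratio of beta-lactamase substrate; 0% = agonist plus DMSO wells and 100% = wells without agonist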
Target sequence (P28566 whole entry, looked up): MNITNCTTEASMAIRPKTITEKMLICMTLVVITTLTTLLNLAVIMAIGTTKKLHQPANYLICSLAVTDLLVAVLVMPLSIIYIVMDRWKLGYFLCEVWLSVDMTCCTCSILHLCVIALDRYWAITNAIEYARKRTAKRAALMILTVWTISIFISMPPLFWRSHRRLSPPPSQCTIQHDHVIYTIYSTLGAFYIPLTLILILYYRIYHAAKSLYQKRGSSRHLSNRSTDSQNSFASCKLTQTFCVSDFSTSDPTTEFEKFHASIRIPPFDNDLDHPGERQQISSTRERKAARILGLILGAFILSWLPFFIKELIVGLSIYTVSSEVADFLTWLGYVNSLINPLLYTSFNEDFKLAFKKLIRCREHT
S1P1 ag pot = activates or potentiates agonism at human S1P1 receptor | P21453 | S1P1 CRE-bla cells, forskolin, beta-lactamase FRET, potentiator mode; S1P1 agonist co-added at EC20, 2 nM; 100% = saturating reference agonist, 0% = basal | activation, % at 9.5 µM | 56,000 tested, 0.57% active | AID 449;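 active = activation above a cutoff set at the mean activation of all tested compounds plus 3 SD, cut at about 54% in these data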;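 also: forskolin at 4 µM as EC80 and the EC20 agonist is SEW2871; 100% = SEW2871 at its EC100 plus forskolin at EC80; some compounds past the cut are filed as inactive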
D1 mod = D1 dopamine receptor (human) allosteric modulation. P21728. HEK293 D1, CRE-luciferase, dopamine EC30 potentiation; actives deviate in either direction. B-score at 10 µM. 58,000 tested, 5.9% active. AID 641;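 active = luminescence count or its row- and column-corrected plate score outside the 99.7% band of the plate's sample wells, on either side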
HTR1E agonist = agonists of human 5-HT1E serotonin receptor. P28566. CHO 5-HT1E Ga15 NFAT-bla reporter, FRET; 0% DMSO wells, 100% control agonist wells. activation, % at 6 µM. 65,000 tested, 0.69% active. AID 574;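 active = activation above a set limit, the screen-wide mean activation plus 3 SD, cut at about 8.5% in these data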;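 also: 100% = positive control agonist at 1 µM giving full maximal response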
5HT1a ag = agonists of human 5-HT1a serotonin receptor. P08908. CHO 5-HT1a Ga15 NFAT-bla reporter, FRET ratio; 0% basal, 100% maximal reference agonist. activation, % at 10 µM. 65,000 tested, 0.56% active. AID 567;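 active = activation above the screen-wide mean activation plus 3 SD, cut at about 19% in these data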;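 also: 0% = DMSO wells and 100% = 5-CT at EC100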
* marks the source's active call; other numbers are inactive results; x = no result given. This is a random part of the collection; 8.3% or so of the library scored in one or more.

SMILES	HEK293 NFkB inh	S1P3 agonist	Jurkat tox 60K	5-HT1A blocker	5HT1E antag	S1P1 ag pot	D1 mod	HTR1E agonist	5HT1a ag
O=C(O)c1cc2c(ccc3ccccc32)o1	9	-1.2	1	-2	-5	5	-0.56	0.4	-4.4
O=C(CN1CCN(c2ccc(F)cc2)CC1)Nc1ccc(F)c(F)c1	1	-0.8	3	13	12	16	0.43	-0.8	-0.9
O=C1c2ccccc2C(=O)C1c1ccncc1	-20	-0.2	-2	-13	1	-40	-3.5*	-0.3	2.2
CN(c1ccccc1C(=O)O)S(C)(=O)=O	6	0.5	-2	-11	-5	-12	-1	0.5	0.7
COc1ccc(OC)c(-n2c(-c3cccc(O)c3)n[nH]c2=S)c1	-4	-1.0	-6	-15	-8	7	-0.84	-0.8	0.0
Clc1ccc(Cc2nn3c(-c4ccncc4)nnc3s2)cc1	-21	1.9	0	8	8	-7	3.4	-0.2	-4.5
CCCN(CCC)C(=O)Cn1c(=O)n(CCCCC(=O)NCc2ccco2)c(=O)c2ccccc21	6	x	x	5	-9	x	0.053	0.4	-0.9
CCCn1c(SCC(=O)c2cc(OC)ccc2OC)nnc1C(C)C	15	0.0	2	3	5	-2	x	0.8	-1.2
CCOC(=O)N1CCC(NC(=O)C2CCN(S(=O)(=O)c3cccc4cccnc34)CC2)CC1	-11	-0.4	-3	-1	1	-15	-1	6.4	-0.3
CCSc1cnc(-c2ccccc2)n1CC	13	x	x	9	8	x	4.5*	-1.4	-2.6
O=C(Oc1ccc(-n2cnnn2)cc1)c1ccco1	6	-0.1	-5	-19	3	2	0.22	1.1	0.9
CCc1nnc(NC(=O)CCC(=O)N2CCN(Cc3cc(F)ccc3OC)CC2)s1	8	-0.3	-2	-8	-11	-4	0.26	-0.3	0.8
COc1ccc(-c2onc(C)c2-c2ccc(C(=O)OC(C)C)o2)c(O)c1	8	0.2	-3	23	5	15	1.7	0.8	1.2
CCC1(CC)NC(=O)N(CC(=O)OCC(=O)Nc2cc(C)ccc2C)C1=O	12	-0.6	4	-5	-5	3	0.18	-0.5	1.6
CCC(C)(C)n1nnnc1CN(Cc1ccco1)Cc1cc2cc3c(cc2[nH]c1=O)OCO3	11	-1.4	2	27	18	2	-0.42	-0.3	0.7
Cc1cc(C)c(C#N)c(N2CCSCC2)n1	12	0.1	-3	-1	-4	4	2.1	0.3	0.7
O=C(Nc1nsc(-c2ccccc2)n1)c1ccncc1	-7	0.2	-1	-7	0	-24	x	-0.1	-2.3
O=C(NCc1ccco1)C(c1ccncc1)N(CCC1=CCCCC1)C(=O)Cn1nnc2ccccc21 (stereo not drawn)	15	0.0	1	14	4	-26	-0.13	-0.2	-3.7
CCCC(=O)Nc1cccc(-c2cn3ccsc3n2)c1	2	-0.6	14	0	2	-21	-0.032	-1.0	-5.6
O=C(O)C1CCCN1c1ncccn1 (stereo not drawn)	21	-0.8	4	5	8	1	-0.25	-0.8	-0.9
Clc1ccccc1C1=Nn2c(nnc2-c2ccncc2)SC1	17	-0.9	-4	34	20	75*	1.1	0.1	-3.5
N#Cc1cccc(Cn2nnc(-c3ccccc3)n2)c1	15	-0.7	-8	10	3	x	0.79	1.3	0.7
COc1ccccc1CC1(C)NC(=O)N(CC(=O)N2CC(C)OC(C)C2)C1=O (stereo not drawn)	19	x	x	-4	0	x	-0.48	-0.2	-0.4
CCCN1CCN(CCCNC(=O)Cn2nc(-c3ccccc3)ccc2=O)CC1	10	-1.6	2	-3	-1	-2	1.6	0.5	-0.5
CCOC(=O)Cc1csc(NC(=O)CSc2ncnc3c2cnn3-c2ccccc2Cl)n1	3	-1.3	10	-5	10	36	-2.3	-1.4	-3.0
O=C(COC(=O)Cn1cnc2ccccc21)NCCc1ccccc1	14	-0.4	4	11	12	9	0.54	-0.8	-2.0
CCN(CC)c1ccc(NC(=O)CN2CCN(CC(=O)Nc3ccc(F)cc3)CC2)cc1	8	0.5	-8	-24	-24	-26	1.1	4.6	2.9
CCN(CC)CCCNC(=O)c1ccccc1C	11	-1.3	-4	-9	2	-11	0.23	-1.2	-3.1
COc1ccc(NS(=O)(=O)c2cccs2)c(OC)c1	10	-1.1	-11	2	-6	7	-0.56	0.6	-1.0
CCSc1nnc(NC(=O)CSc2nc3c(c(=O)n2CCOC)SC(C)C3)s1 (stereo not drawn)	13	-1.3	-2	-5	-1	-16	-0.0046	1.7	-1.7
CCN(CCO)C(=O)C12CCC(C)(C(=O)C1)C2(C)C (stereo not drawn)	4	-0.8	-1	-20	-6	-9	0.6	0.1	-0.4
Cc1nn(C)c(C)c1CNC(=O)c1nn2c(c1Cl)NC(c1cccs1)CC2C(F)(F)F (stereo not drawn)	25	-1.0	41*	-7	7	3	-0.052	-0.3	-2.1
CC1(C)C2CCC1(C)C(OC(=O)CSc1nc(N)cc(=O)[nH]1)C2 (stereo not drawn)	5	0.0	-2	-11	4	-6	0.96	0.1	1.0
CC(=O)c1cccc(NC(=O)C2CCCCC2)c1	-2	-2.0	0	-17	-3	2	-1.3	-0.1	-4.3
COC(=O)c1cc(C(=O)OC)cc(N2C(=O)CC(Sc3nc(C)cc(C)n3)C2=O)c1 (stereo not drawn)	10	0.6	-7	0	-11	6	0.64	-0.5	1.4
CC(C)(C)c1csc(NC(=O)CSc2nc3ccccc3c(=O)[nH]2)n1	27	0.2	4	9	2	4	-0.041	-0.1	0.1
CCOC(=O)c1cc2c(=O)n3ccccc3nc2n(CCOC)c1=NC(=O)C(C)(C)C	-8	x	x	-17	-2	x	0.85	3.9	18
Nn1c(SCC(=O)Nc2ccc3c(c2)OCCO3)nnc1-c1ccccn1	-1	-1.4	-2	4	-2	x	x	-1.0	-0.5
COc1cc(C)c(S(=O)(=O)NCc2ccc3c(c2)OCO3)cc1C	3	0.0	-4	3	5	-18	-1.1	0.9	-2.0
CCOc1ccc(CCNC(=O)CN(C)S(=O)(=O)c2ccc3c(c2)CCC(=O)N3)cc1OCC	17	-0.8	2	4	-5	2	-0.48	1.1	0.7
COc1cc(NC(=O)CN(c2ccc(C)cc2)S(=O)(=O)c2c(C)n[nH]c2C)cc(OC)c1	12	0.4	0	-18	-8	-3	1.1	0.1	1.0
CCCCN(C)C(=O)C1CCC(=O)N(c2cc(OC)c(OC)c(OC)c2)C1c1ccc(OC)cc1 (stereo not drawn)	18	x	x	-12	-5	x	-0.86	0.4	-0.3
O=C(CSc1nnc(-c2ccc(F)cc2)o1)Nc1ccc(S(=O)(=O)N2CCCC2)cc1	9	0.3	-5	-14	-3	-18	-0.084	0.8	-1.2
Cc1cc(C)c2c(=O)n(CC(=O)NCCCN3CCOCC3)sc2n1	13	0.0	6	5	-1	-27	-0.049	0.3	0.7
O=C(CCCC(=O)OCC(=O)NC1CCCC1)Nc1ccccn1	14	-1.1	-10	-12	2	1	0.32	0.6	-3.2

Structural class: those above containing a cyano group
SMILES	HEK293 NFkB inh	S1P3 agonist	Jurkat tox 60K	5-HT1A blocker	5HT1E antag	S1P1 ag pot	D1 mod	HTR1E agonist	5HT1a ag
Cc1cc(C)c(C#N)c(N2CCSCC2)n1	12	0.1	-3	-1	-4	4	2.1	0.3	0.7
N#Cc1cccc(Cn2nnc(-c3ccccc3)n2)c1	15	-0.7	-8	10	3	x	0.79	1.3	0.7

New compounds follow.
SMILES	HEK293 NFkB inh	S1P3 agonist	Jurkat tox 60K	5-HT1A blocker	5HT1E antag	S1P1 ag pot	D1 mod	HTR1E agonist	5HT1a ag
Cc1cc(N2CCN(C(c3ccccc3)c3ccc(Cl)cc3)CC2)n2ncnc2n1 (stereo not drawn)	10	-0.2	-1	-18	-15	-22	0.24	1.1	-0.5
COc1ccc(OC)c2[nH]c(=O)c(CCNC(=O)c3ccc(S(=O)(=O)N4CCCC4)cc3)cc12	-3	-0.3	-4	-13	-9	-42	0.48	0.5	0.6
CC(C)(C)C(=O)NC1CCN(C(=O)N2CCCC2)CC1	10	0.0	-4	-2	2	-19	0.097	-0.7	0.4
Cn1c(SCC(=O)Nc2ccc3cn[nH]c3c2)nnc1-c1cnccn1	6	-0.5	-1	1	1	x	-0.27	0.4	0.6
COc1ccccc1N(CC(O)CN(c1ccccc1)S(C)(=O)=O)S(=O)(=O)c1ccccc1 (stereo not drawn)	7	0.0	4	7	6	x	0.7	-1.1	-2.0
CCn1nnnc1-c1ccc(OC)c(S(=O)(=O)Nc2ccc(OC)cc2)c1	10	-0.7	2	6	11	16	-0.38	-0.2	0.9
COc1cc(NC(=O)COc2ccc(-n3cnnn3)cc2)c(OC)cc1Cl	2	x	x	-14	-14	x	0.021	0.7	2.4
Cn1c(C(=O)NC2CCCC2)cc2c(=O)n(C)c3ccccc3c21	6	0.6	8	-16	-2	-24	-0.57	0.4	-0.1
Cc1ccc(Cl)cc1N1CCN(C(c2cccnc2)c2nnnn2C2CCCCC2)CC1 (stereo not drawn)	-3	-0.9	0	6	2	-1	0.078	-0.1	-2.8
O=C1c2ccccc2C(=O)N1CCCc1nc(-c2ccc(Cl)cc2)no1	12	-0.5	2	7	6	-8	-0.31	-0.3	0.1
COc1ccc(NC(=O)Nc2ccc3c(c2)N(C)C(=O)CS3)cc1OC	11	0.1	-1	2	-2	-36	-3.9	-0.8	-1.3
CC(=O)N1CCc2c(sc(NC(=O)CN3C(=O)CCC3=O)c2C(N)=O)C1	-1	1.7	-13	-4	-12	-7	-0.19	0.8	2.6
COc1ccc(C(=O)Oc2ccc3c(c2)OCO3)cc1OC	18	-0.8	2	5	-3	-11	0.52	-0.1	0.6
CCn1nc(NC(=O)c2ccncc2)c2cc3cc(C)ccc3nc21	-6	0.5	-6	6	5	-54	x	0.5	0.9
COc1ccc(OC)c(-n2c(N)c(C(=O)NCC3CCCO3)c3nc4ccccc4nc32)c1 (stereo not drawn)	7	2.2	-7	-6	5	-23	x	3.4	8.8
O=C(CSc1nnc(CSc2nc3ccccc3s2)o1)NC1CCCCC1	-4	-0.9	1	9	-5	-16	0.024	0.4	-1.9
CCNc1nc(NC(C)C)nc(N(C#N)Cc2ccccc2)n1	-1	-0.1	3	-18	20	-12	8.9*	0.7	1.7
Cc1noc(NS(=O)(=O)c2ccc(N3Cc4ccccc4C3=O)cc2)c1C	8	x	x	3	12	x	6.6*	-1.3	-2.1
O=C(c1ccco1)N1CCN(C(=O)C2CC(c3ccc(F)cc3)=NO2)CC1 (stereo not drawn)	10	-1.0	0	2	-22	-5	-0.4	0.5	1.8
CCCCn1c(=O)cc(N2CCOCC2)[nH]c1=O	1	0.3	-2	-6	-8	-9	0.3	1.1	0.4
O=C(NCc1ccco1)c1scc2c1OCCO2	4	0.9	-2	5	4	8	1.3	-0.5	-3.0
Cc1nnc(SCCn2c(N(C)Cc3ccccc3)nc3c2c(=O)n(C)c(=O)n3C)s1	-8	0.2	-1	-2	-8	-3	0.47	1.0	-0.8
COc1ccc(-c2nnc(SCc3csc(N)n3)n2C)cc1	2	0.1	-3	-20	3	x	0.17	-0.1	-2.1
